# Dynein cargo inh: dynein cargo transport inhibition. 3617.4 mouse cells, GR-EGFP nuclear translocation imaging; test concentration mostly 20 µM; stimulated with dexamethasone, 1 µM; stronger effect = lower value. actives 0.47% (n = 220,000). z-score, hits read low;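 active = plate z-score of nuclear minus cytoplasmic receptor signal below a set negative limit, without overly bright fluorescence or cell loss, cut at about -3.5 in these data, passing the limit was not always enough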;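 note: z-score of nuclear minus cytoplasmic ring GR-EGFP intensity difference per well; some compounds called inactive have numbers as strong as hits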
#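 Also added: dexamethasone, 1.0 µM final. Medium: tet-free, stripped-serum medium. Detection: fixed, Hoechst-stained cells imaged at 10x for EGFP. Read-out: nuclear-to-cytoplasmic GR-EGFP distribution per well. Times: induction 48 h, compound 1 h, agonist 30 min.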
# AID2073: disruptors of CaV2.2 binding to Mint1 – biochemical, HTRF (AID 2073). actives 0.19% (n = 290,000). HTRF protein-protein interaction, Mint1-CaV2.2; higher % means a stronger effect. inhibition, % at 20 µM; hits with a dose series show IC50 in µM; in the data active = inhibition mostly above about 51%, no sharp cut-off; inconclusive = no clear call, values can overlap the other calls; inactive = mostly below about 53%; note: some results filed as inactive read as strong as hits
# NOD2 inhibition: inhibition of NOD2-driven NF-kB reporter – cell-based, luminescence, uHTS, HEK293 (AID 1566) | actives 0.63% (n = 290,000) | HEK293 NOD2/NF-kB luciferase reporter, luminescence; higher % means a stronger effect | one-dose inhibition, % at 4 µM; EC50 in µM for titrated hits; note: many of its hits are not listed in these tables
# NOD1 NF-kB reporter: inhibition of NOD1-driven NF-kB reporter – cell-based, luminescence, uHTS, primary screen (AID 1578); NOD1-driven NF-kB luciferase reporter cells, luminescence; higher % means a stronger effect; one-dose inhibition, % at 4 µM; EC50 in µM for titrated hits; actives 1% (n = 290,000); in the data active = inhibition mostly above about 36%, no sharp cut-off; inactive = mostly below about 34%;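 note: HEK-293T reporter cells stimulated with the NOD1 agonist gamma-tri-DAP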
# M17LAP inhibition: P. falciparum M17LAP inhibitors, primary screen, biochemical, fluorogenic H-Leu-NHMec substrate, 1536-well (AID 1619). recombinant M17LAP, H-Leu-NHMec fluorogenic kinetic assay; higher % means a stronger effect. inhibition, % at 30 µM; hits with a dose series show IC50 in µM. actives 0.38% (n = 220,000);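 active = compound inhibiting the enzyme by more than half at any dose during confirmatory dose-response retesting; inconclusive = strong single-dose inhibitors picked by rank but not retested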;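 note: plate controls were full reaction with DMSO carrier for no effect and no enzyme background for full effect; strong numbers were not always called active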
# GPR55 activation: GPR55 agonists via beta-arrestin recruitment, primary screen, imaging, U2OS cells, beta-arrestin-GFP redistribution (AID 1961) | actives 0.048% (n = 290,000) | activation, % at 10 µM, or EC50 in µM where a hit was titrated | U2OS GPR55 beta-arrestin-GFP redistribution imaging; higher % means a stronger effect;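 active = activation above 40% with more than 50 cells counted in the well; inconclusive = wells holding fewer than 50 cells, flagged as toxic or sparse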;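 note: U2OS osteosarcoma cells stably expressing GPR55 and beta-arrestin-GFP; plate controls were DMSO negative control for no effect and LPI positive control for full effect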
# KOR beta-arrestin-1: kappa opioid receptor activators – cell-based, luminescence, uHTS, primary screen (AID 1777); KOR beta-arrestin recruitment, luminescence; higher % means a stronger effect; actives 0.02% (n = 280,000); activation, % at 10 µM, or EC50 in µM where a hit was titrated; in the data active = activation above about 50%, passing the limit was not always enough; note: a part of the inactive calls stands beside numbers as strong as those of hits
# KOR beta-arrestin-2: kappa opioid receptor blockers – cell-based, luminescence, uHTS (AID 1778). KOR beta-arrestin recruitment, luminescence, antagonist mode; higher % means a stronger effect. inhibition, % at 10 µM, or IC50 in µM where a hit was titrated. actives 0.091% (n = 290,000); note: strong numbers were not always called active
# P. falciparum M1AAP: P. falciparum M1AAP inhibitors, biochemical, fluorogenic H-Leu-NHMec substrate, 1536-well (AID 1445); recombinant M1AAP, H-Leu-NHMec fluorogenic kinetic assay; higher % means a stronger effect; inhibition, % at 30 µM, or IC50 in µM where a hit was titrated; actives 0.42% (n = 220,000);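 active = primary inhibition above the hit cutoff, then over 50% inhibition at one or more dose response concentrations, cut at about 23% in these data, passing the limit was not always enough; inconclusive = conflicting primary data, or primary hits not chosen for dose response; inactive = low primary inhibition, or under 50% at every dose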;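 note: plate controls were DMSO full reaction for no effect and no enzyme background for full effect; strong numbers were not always called active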
# Dynein cargo inh cytoplasmic EGFP: also measured in Dynein cargo inh; calls as there; z-score; measured here: cytoplasmic GR-EGFP intensity; stronger effect = higher value
# Dynein cargo inh nuclear GR-EGFP: second read-out of Dynein cargo inh, no call of its own (marks repeat the call); z-score; measured here: nuclear GR-EGFP intensity;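 lower value marks the stronger effect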
# Dynein cargo inh cell count: recorded beside Dynein cargo inh, whose call it bears; z-score; measured here: cell count per field
# * = called active by the depositor; ? = inconclusive; nt = no result given; [ ] = remark or other dose. Cut-off read from the data, not from the text of the source, unless noted: active = inhibition above about 50%; inactive = the rest. Only part of the results is shown, so the mix of outcomes need not match the whole.
SMILES,Dynein cargo inh,Dynein cargo inh cytoplasmic EGFP,Dynein cargo inh nuclear GR-EGFP,Dynein cargo inh cell count,AID2073,NOD2 inhibition,NOD1 NF-kB reporter,M17LAP inhibition,GPR55 activation,KOR beta-arrestin-1,KOR beta-arrestin-2,P. falciparum M1AAP
O=C(/C=C/c1cccs1)c1cc(Cl)ccc1O,-2.4,0.5,-1.3,0.51,3%,4%,-36%,-4%,0.1%,-1.6%,-19%,9%
COc1ccc(-c2noc(-c3ccc(Cl)cc3[N+](=O)[O-])n2)cc1OC,0.42,-0.31,0.26,-0.32,-9%,-38%,1%,-10%,0.6%,2.9%,-5%,2%
Cc1ccccc1NC(=O)c1ccc(S(=O)(=O)C(F)F)cc1,-0.69,-0.25,-0.24,0.99,-3%,5%,-19%,4%,0.1%,-0.5%,4%,2%
O=C(Nc1cccc(Cl)c1)OCc1ccccn1,1,-0.15,0.5,-0.85,-1%,-48%,-41%,13%,-0.2%,5.0%,18%,4%
COc1cccc(-c2noc(C3CCCN(C(=O)Cc4ccccc4)C3)n2)c1 (stereo not drawn),-0.27,-0.18,-0.3,0.8,-12%,-28%,nt,-3%,-0.1%,2.3%,12%,4%
O=C(c1cccc2ccccc12)C1CCCN(C(=O)C2CCOCC2)C1 (stereo not drawn),-0.13,-0.053,-0.15,-2.2,1%,14%,-1%,6%,0.3%,-1.8%,20%,2%
Nc1sccc1C(=O)c1ccccc1,-0.28,-0.17,0.23,1.4,-23%,3%,-30%,14%,-0.2%,-0.7%,22%,7%
O=C1c2cccc(OCC(=O)N3N=C(c4cccs4)CC3c3ccc(F)cc3)c2CCN1Cc1ccccc1 (stereo not drawn),0.51,-0.14,0.6,-0.6,45%,-20%,13%,-3%,-0.1%,-4.0%,5%,4%
FC(F)(F)c1cccc(CN2CCSCC2)c1,nt,nt,nt,nt,?,11%,-29%,nt,0.3%,4.5%,-34%[20 µM],nt
CCS(=O)CC(=O)Nc1c(-c2ccccc2)oc2ccccc2c1=O (stereo not drawn),0.3,-0.18,1.2,0.084,5%,5%,-8%,9%,0.1%,-0.3%,-9%,4%
[O-][N+]12CCCCC1CCCC2CO (stereo not drawn),0.94,-0.27,0.038,-0.27,-8%,6%,2%,-2%,-0.1%,-0.4%,7%,-2%
COC(=O)/C=C1\OC(c2ccccc2)=CC1=O,-0.62,1.5,0.16,-0.34,6%,12%,23%,1%,4.9%,3.4%,-15%,7%
CCN1CCN(c2nc(-c3ccccc3Cl)nc3ccccc23)CC1,nt,nt,nt,nt,5%,14%,-8%,nt,-0.1%,-2.9%,18%,nt
Cc1ccc(Cn2nc(C)c(NC(=O)CCCn3nc(C)c([N+](=O)[O-])c3C)c2C)cc1,-0.43,-0.3,-0.68,0.71,0%,1%,-9%,-13%,0.1%,3.6%,26%,2%
COc1ccccc1C(=O)Nc1ccc(C(=O)N2CCCCC2)cc1,nt,nt,nt,nt,2%,18%,-17%,nt,-0.1%,1.5%,-10%,nt
COC(=O)c1ccc(NC(=O)CS(=O)(=O)Cc2ccccc2)cc1,-0.34,-0.19,0.045,0.092,-6%,-1%,3%,-6%,-1.0%,-4.2%,23%,0%
O=C(CNC(=O)c1ccc(Br)o1)NCc1cccc(Cl)c1,nt,nt,nt,nt,6%,20%,-24%,nt,0.0%,1.2%,-19%,nt
CC(=O)c1c(C)[nH]c(C(=O)CSc2nnc(-c3ccccc3)o2)c1C,-0.64,-0.18,-0.48,0.16,1%,36%,39%,-4%,-0.3%,-0.2%,15%,-1%
Cc1cccc(/C=C/C(=O)c2cc(Br)ccc(=O)c2O)c1,-1.3,0.0044,-0.41,-0.12,-31%,-6%,40%,16%,-0.2%,-1.6%,-12%,?
O=C(CSc1ncn[nH]1)N1CCN(S(=O)(=O)c2ccccc2)CC1,0.44,-0.062,0.32,0.009,0%,16%,-11%,9%,-0.1%,-12%,-42%,10%
Nn1c(SCC(=O)N2CCCCC2)nnc1-c1ccncc1,-0.61,-0.28,-0.35,-0.089,3%,-8%,-18%,5%,-0.1%,-0.6%,5%,6%
CC1Cc2nc(SCC(=O)NCc3ccccc3)n(Cc3ccccc3)c(=O)c2S1 (stereo not drawn),-0.81,-0.26,-0.48,0.41,6%,2%,-15%,1%,-0.3%,-1.9%,12%,4%
CCOC(=O)c1c(N)sc(C(=O)OCCOC)c1C,-0.026,-0.35,0.26,0.97,-9%,-7%,-29%,-1%,3.0%,3.3%,-8%,0%
COC(=O)C1=C(C)NC2=C(C(=O)CCC2)C1c1ccsc1 (stereo not drawn),-1.2,-0.19,-0.37,1,2%,-5%,-1%,-26%,-0.2%,-1.6%,12%,8%
CCOC(=O)c1ccc(NC(=O)CS(=O)(=O)c2cn(CC)c3ccccc23)cc1,-0.58,-0.13,-0.086,0.066,-6%,11%,-22%,4%,-0.1%,-4.1%,31%,5%

# Further compounds follow:
SMILES,Dynein cargo inh,Dynein cargo inh cytoplasmic EGFP,Dynein cargo inh nuclear GR-EGFP,Dynein cargo inh cell count,AID2073,NOD2 inhibition,NOD1 NF-kB reporter,M17LAP inhibition,GPR55 activation,KOR beta-arrestin-1,KOR beta-arrestin-2,P. falciparum M1AAP
COc1ccc(C)cc1NC(=O)C1CC(=O)OC12CCCCC2 (stereo not drawn),0.34,-0.17,0.5,0.11,0%,4%,-20%,4%,-0.1%,0.6%,-66%,-7%
CCCOc1ccc(CSC2=NCCN2)cc1[N+](=O)[O-],-0.71,-0.15,0.3,0.41,38%,5%,30%,7%,0.2%,0.9%,27%,9%
CCOC(=O)c1cc(NC(=O)c2ccco2)ccc1N1CCOCC1,0.65,-0.28,0.12,0.3,4%,11%,-20%,0%,0.1%,-4.1%,-5%,-6%
CCOC(=O)NN1C(=O)c2ccccc2NC1c1ccccc1O (stereo not drawn),0.27,-0.18,0.23,-0.98,10%,8%,-11%,-88%,0.7%,-0.6%,2%,?
CCOc1ccc(CCNC(=O)CN2C(=O)CCSc3ccccc32)cc1,nt,nt,nt,nt,16%,14%,-5%,nt,0.0%,-2.4%,5%,nt
CC(OC(=O)CCCN=C1NS(=O)(=O)c2ccccc21)C(=O)NC1CCCCC1C (stereo not drawn),nt,nt,nt,nt,-2%,15%,15%,nt,-0.2%,9.9%,-22%,nt
CCOc1ccc(C(C)(O)CN2CCOCC2)cc1 (stereo not drawn),-1,-0.23,-1,0.5,-4%,1%,0%,8%,0.0%,1.0%,18%,2%
COc1ccc(-n2c(Cc3cccn3C)nnc2SCC(=O)Nc2ccc(Cl)cc2)cc1,0.089,-0.029,0.39,-0.83,-10%,-8%,40%,-5%,-0.2%,-3.8%,-4%,4%
Cn1c(CCN2CCOCC2)nc2cc(NC(=O)COc3ccccc3)ccc21,-0.23,-0.18,-0.029,-0.35,6%,13%,13%,-16%,0.6%,3.7%,-1%,0%
O=C(CSc1nc(-c2ccccc2)c(-c2ccccc2)o1)Nc1nnc(-c2ccccc2)s1,-0.082,-0.23,-0.22,0.45,5%,26%,8%,5%,-0.1%,-0.8%,-6%,7%
CC1(C)CC(=O)C(N=Nc2cccc(F)c2C#N)=C(O)C1,1.7,-0.19,1.4,-1.1,-3%,7%,-5%,10%,0.0%,1.2%,0%,1%
Cc1ccc(S(=O)(=O)N(CC(=O)NCC2CCCO2)C2CCCCC2)cc1 (stereo not drawn),nt,nt,nt,nt,5%,15%,-18%,nt,-0.1%,-1.4%,-17%,nt
COc1cc(/C=N/NC(=O)CC23CC4CC(CC(C4)C2)C3)cc(Br)c1OCC(=O)N(C)C,-0.6,-0.25,-0.02,1.2,-6%,12%,16%,-4%,-0.1%,-4.4%,35%,2%
COc1ccc(N2C(=O)C3CC=C(Cl)CC3C2=O)cc1 (stereo not drawn),0.2,-0.075,0.27,-0.13,-5%,-18%,3%,-1%,-0.2%,1.0%,-67%,1%
Cc1ccc(-n2ncc3c2ncn2c(-c4ccncc4)nnc32)cc1,nt,nt,nt,nt,20%,3%,-6%,nt,0.7%,-1.2%,4%,nt
O=C(CCCOc1ccccc1)N1CCCc2ccccc21,0.49,-0.13,0.45,-0.2,-4%,-36%,-22%,-9%,-0.1%,-4.8%,29%,-9%
O=C(O)/C=C/C(=O)NNC(=O)c1cccc(Br)c1,-0.53,-0.24,-0.38,0.35,-9%,6%,-19%,-2%,-0.2%,-0.2%,6%,7%
O=S(=O)(Nn1c(O)c(C=C2N=c3ccccc3=N2)sc1=S)c1ccccc1,-0.33,-0.22,-0.13,0.12,-12%,10%,-4%,31%,-0.3%,-0.8%,-24%,24µM*
COc1ccc(NC(=O)c2cc(-c3ccccc3)on2)cc1,nt,nt,nt,nt,21%,-33%,-82%,nt,0.2%,nt,-46%[20 µM],nt
COc1ccc2c(c1OC)C(=O)N(c1cccc(NC(C)=O)c1)C2,nt,nt,nt,nt,30%,-1%,-9%,nt,-0.1%,0.8%,10%,nt
O=C(Nc1ccc(Cl)cc1C(F)(F)F)c1ccccc1,-0.43,0.039,-0.34,0.38,3%,0%,-28%,2%,-0.1%,0.5%,16%,10%
Cc1nn(Cc2ccc(C(=O)Nc3ccc(C(=O)OC(C)C)cc3)o2)c(C)c1Cl,-0.95,-0.073,-0.5,1.7,10%,17%,-15%,3%,0.0%,8.6%,-11%,6%
O=C(c1ccccc1F)N(Cc1cccnc1)Cc1cc2cc3c(cc2[nH]c1=O)OCCO3,-0.35,-0.32,-0.27,0.78,-1%,-4%,3%,-2%,-0.5%,6.0%,-47%,6%

# Among those listed so far, these have a CF3 group:
SMILES,Dynein cargo inh,Dynein cargo inh cytoplasmic EGFP,Dynein cargo inh nuclear GR-EGFP,Dynein cargo inh cell count,AID2073,NOD2 inhibition,NOD1 NF-kB reporter,M17LAP inhibition,GPR55 activation,KOR beta-arrestin-1,KOR beta-arrestin-2,P. falciparum M1AAP
FC(F)(F)c1cccc(CN2CCSCC2)c1,nt,nt,nt,nt,?,11%,-29%,nt,0.3%,4.5%,-34%[20 µM],nt
O=C(Nc1ccc(Cl)cc1C(F)(F)F)c1ccccc1,-0.43,0.039,-0.34,0.38,3%,0%,-28%,2%,-0.1%,0.5%,16%,10%
